Screening results as filed in PubChem.
PolyA inhibitor = polyadenylation inhibitors in yeast reporter cells, primary screen, luminescence, S. cerevisiae; S. cerevisiae SKY197-pL101 polyadenylation reporter, beta-gal luminescence; efflux-impaired pdr1/pdr3 knockout yeast; score 100 = 6 SD above DMSO; calls only at 12 µM; 300,000 tested, 0.02% active; AID 1875, 2009;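 active means lowest replicate activity score at least 50, where 100 means six control SD above control mean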;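 further: yeast exposed to compound for 9 h at 30 °C; higher score means more reporter readthrough which indicates perturbed polyadenylation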
HSF1 inhib = HSF1 inhibitors in luciferase reporter cells, primary screen, cell-based, NIH3T3, luminescence; NIH3T3-HGL HSE-luciferase, MG132-induced, luminescence 8 h; active compounds read low; activity change, negative = inhibition, % at 7.5 µM (by protocol); 300,000 tested, 0.77% active; AID 2098, 2009;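 active means more than half of replicate wells show activity change below -50%, luminescence cut by over half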;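 further: luciferase reports HSF-1 transcriptional activity via heat shock element; 0% = median of DMSO wells and -100% = zero luminescence signal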
HSF-1 act = HSF-1 activators, primary screen, NIH3T3-HGL cells, MG132 stress, luminescence, single point. NIH3T3-HGL HSF-1 luciferase reporter, 8 h; 100% = twice DMSO control signal. 300,000 tested, 1.7% active. activation, % at 9 µM;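 active means mean replicate activation of at least 50% with a set share of replicates each reaching 50%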;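 further: 0% = median of the neutral control wells and 100% = twice that signal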
IEC-6 tox = cytotoxicity in IEC-6 intestinal epithelial cells, primary screen, cytotoxicity control for KLF5 inhibitor project, cell-based, luminescence | IEC-6 cytotoxicity, luminescence viability | 290,000 tested, 0.78% active | inhibition, % at 5 µM | AID 1825, 2009; in the data active means inhibition above about 22%;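 further: 0% = plate median of test compound wells and 100% = cytotoxic reference compound wells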
AI-2 QS modul = Vibrio harveyi AI-2 quorum sensing modulators, primary screen, JMH597 strain, luminescence/OD600 ratio. Vibrio harveyi JMH597 AI-2 luminescence/OD600 ratio, 9 h; active compounds read low; strain lacks LuxN and CqsS sensors; 0 = neutral-control median. activity change, % at 7.5 µM. 300,000 tested, 0.4% active. AID 2094, 2009; in the data active means activity change below about -75%, passing the limit was not always enough;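 further: luminescence divided by OD600 gain over 9 h not by final OD600 alone; inactives centre near 13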
HSP90 refold inh = HSP90 inhibitors, primary screen, cell lysate, luminescence; Heat shock protein HSP 90 (rabbit reticulocyte lysate; luciferase refolding); Rabbit reticulocyte lysate, luciferase refolding luminescence, 3 h; inhibition, % at 5.6 µM; 290,000 tested, 0.91% active; AID 1789, 2009;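 active means inhibition above the screen-wide mean plus 3 SD, computed separately per campaign, cut at about 16% in these data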;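 further: 0% = DMSO wells and 100% = 60 µM geldanamycin wells; inhibitors lower the luminescence because luciferase stays unfolded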
KLF5 inh = KLF5 expression inhibitors, primary screen, DLD-1 cells, luminescence. DLD-1 KLF5 promoter-luciferase reporter. inhibition, % at 5 µM. 290,000 tested, 0.23% active. AID 1700, 2009;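 active means inhibition above a per-plate limit of that plate's mean compound inhibition plus 3 SD, cut at about 60% in these data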;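 further: 0% = DMSO wells and 100% = LY294002 at 200 µM; higher means less KLF5 promoter-driven luciferase light; inactives centre near -14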
GSK3beta inhib = human GSK3beta kinase inhibitors, primary screen, biochemical, cell-free homogeneous, HTS | GST-GSK3beta kinase, ADP-Glo luminescence, 60 min; active compounds read low | activity score (negative = inhibition), % at 10 µM | Glycogen synthase kinase-3 beta (Homo sapiens), P49841 | 300,000 tested, 0.038% active;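 active means more than half of replicate wells score below -50%, meaning over 50% inhibition versus plate controls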;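 further: 0% = median DMSO wells and -100% = median GW8510 positive control wells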
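Test system – GST-tagged human GSK3beta kinase, cell-free · Incubation – 60 min enzyme reaction, room temperature · Signal – ADP-Glo luminescence · Also added – peptide substrate and ATP at 25 µM · Controls – DMSO neutral wells and GW8510 at 20 µM as positive · Buffer or medium – Tris/MgCl2 kinase buffer · Measure – Luminescence-derived activity versus plate DMSO and GW8510 wells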
aSyn UTR inh = MLPCN primary screen, SNCA 5' untranslated region | 300,000 tested, 0.82% active | alpha-synuclein 5'UTR reporter, inhibitor activity | inhibition, % (tested at 7.5 µM) | AID 1813, 2009; in the data active means inhibition above about 60%;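 further: H4 neuroglioblastoma cells stably carrying SNCA 5'UTR luciferase fusion; 0% = DMSO wells and 100% = positive control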
GSK3A inh = blockers of GSK3A enzyme activity – biochemical, luminescence, cell-free homogeneous, HTS, primary screen; inhibition, % at 10 µM; 320,000 tested, 0.1% active; GSK-3 alpha kinase, ADP-Glo luminescence, 60 min; Glycogen synthase kinase-3 alpha (Homo sapiens), P49840;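 in the data active means inhibition above about 50%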;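 further: GST-tagged GSK-3 alpha with peptide substrate and 25 µM ATP; 0% = DMSO neutral wells and 100% = GW8510 positive control wells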
Target sequence (P49840 whole entry, looked up): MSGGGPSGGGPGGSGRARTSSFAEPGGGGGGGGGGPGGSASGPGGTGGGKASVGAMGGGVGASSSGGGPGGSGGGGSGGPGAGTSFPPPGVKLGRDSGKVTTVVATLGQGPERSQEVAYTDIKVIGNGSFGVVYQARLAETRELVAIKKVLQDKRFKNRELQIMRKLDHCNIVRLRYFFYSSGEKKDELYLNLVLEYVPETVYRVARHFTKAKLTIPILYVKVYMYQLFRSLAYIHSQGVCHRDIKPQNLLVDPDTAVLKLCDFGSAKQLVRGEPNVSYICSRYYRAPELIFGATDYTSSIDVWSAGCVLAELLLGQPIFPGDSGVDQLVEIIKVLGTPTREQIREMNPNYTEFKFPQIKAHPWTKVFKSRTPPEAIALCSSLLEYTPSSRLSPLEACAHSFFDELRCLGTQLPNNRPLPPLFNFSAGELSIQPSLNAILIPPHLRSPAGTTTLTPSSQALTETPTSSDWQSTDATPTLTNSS
* marks the source's active call; other numbers are inactive results; i = inactive; . = not tested or not shown.

SMILES	PolyA inhibitor	HSF1 inhib	HSF-1 act	IEC-6 tox	AI-2 QS modul	HSP90 refold inh	KLF5 inh	GSK3beta inhib	aSyn UTR inh	GSK3A inh
CCc1ccc(NC(=O)c2sc3nc4n(c(=O)c3c2C)CCC4)cc1	i	-7.0	4.9	-3.1	12.8	0.8	-78.5	5.1	-4.4	-1.3
CCOC(=O)N1CCN(C(=O)C2CCN(S(=O)(=O)c3c(C)cc(C)cc3C)CC2)CC1	i	-9.9	-29.4	0.4	24.6	0.9	-28.2	-3.7	20.0	-0.2
CCCCCCC(C)n1[nH]c(=O)c2c(C)cc(=O)[nH]c21 (stereo unspecified)	i	13.9	32.3	2.4	-10.4	-2.2	-9.4	-5.2	4.3	0.4
COc1ccc(C2CC(c3ccc(Cl)cc3Cl)n3nc(N)nc3N2)cc1 (stereo unspecified)	i	-7.5	-4.5	-3.2	48.1	7.0	-18.4	0.6	-8.5	.
O=C(Cc1ccc(-n2cccc2)cc1)NC1CCCCC1	i	-2.4	-6.0	-5.6	18.1	-1.7	1.9	1.3	-3.8	-1.0
Cc1cc(=O)oc2cc(OC(C)C(=O)Nc3ccc(N4CCOCC4)cc3)ccc12 (stereo unspecified)	i	2.1	4.3	6.8	1.8	3.2	4.3	-6.6	-1.3	.
CN(/C(=N\S(=O)(=O)c1ccccc1)c1ccccc1)c1ccc(O)cc1	i	11.8	58.6*	-7.0	23.3	2.4	2.2	2.9	15.3	-2.8
N#Cc1ccccc1NC(=O)c1ccccc1OCC(=O)NCc1ccco1	i	5.8	24.9	-4.3	19.6	0.7	-6.3	0.3	-68.3	-1.7
CCCn1cnc2cc(NC(=O)c3cccs3)ccc21	i	0.2	24.7	-2.4	4.2	-0.9	-117.8	4.1	-112.6	1.0
COc1cc(/C=N/Nc2ncc(C(F)(F)F)cc2Cl)cc(OC)c1OC	i	-1.0	-4.3	-5.9	-8.2	2.6	-43.5	2.1	19.3	-0.3
CC(C)NC(=S)NN=C1c2ccccc2-c2ccccc21	i	-3.9	5.0	1.1	-3.2	2.0	-40.6	-2.4	-17.8	-3.5
Cc1ccccc1-n1nnnc1SCC(=O)Nc1ccc(S(=O)(=O)N2CCCC2)cc1	i	-8.4	7.2	-1.0	-23.5	-1.6	-0.7	-2.9	16.4	0.0
CCCCCn1c(SCC#N)nc2cc(C(=O)NCC3CCCO3)ccc2c1=O (stereo unspecified)	i	9.3	11.6	-5.8	18.4	1.2	-20.8	0.9	6.4	1.2
CCOC(=O)c1cnc(-n2nc(C)cc2C)nc1NNc1cc(-c2ccccc2)nc(C)n1	i	3.3	-1.0	3.6	2.7	1.8	-17.2	2.2	92.7*	-0.1
Cc1ccc(C)c(NC(=S)N2C3CCCC2CC(NC(=O)C2CC2)C3)c1 (stereo unspecified)	i	6.0	2.8	-0.7	-1.0	1.2	2.2	1.7	-4.6	-1.5
CC1(C)CC(=O)C2=C(C1)N=C1SCCC(=O)N1C2c1cccc([N+](=O)[O-])c1 (stereo unspecified)	i	2.4	9.2	-7.4	7.8	0.2	-7.4	1.2	-6.4	16.9
CCOC(=O)c1cnc(Nc2ccc(OCC)cc2)nc1C	i	7.9	25.2	-4.2	29.0	0.2	-38.4	0.9	-59.5	.
CCCNC(=S)N1CCC(NC(=O)Nc2ccc(C)cc2)CC1	i	-2.4	-0.3	-2.4	17.7	0.4	-40.1	2.0	-0.1	-1.8
COc1cc(/C=C2\SC(=O)NC2=O)ccc1OCc1ccc(Cl)nc1	.	20.2	45.9	-4.4	14.9	-2.7	-86.6	-0.3	-52.4	-1.4
COc1ccc(CSc2nnnn2-c2ccccc2)cc1	i	-0.9	24.7	0.1	10.3	1.1	-10.8	-0.2	-10.6	.
Cn1nccc1NC(=O)c1nccnc1C(=O)O	i	-5.2	-9.0	-3.2	31.7	-0.7	4.0	2.2	7.6	-1.1
CCCc1ccc(-c2cc(C(=O)NC3=NCCS3)c3ccccc3n2)cc1	i	25.7	48.0	2.2	17.5	-2.4	1.5	2.0	-190.7	-1.7
O=C(COc1ccc(S(=O)(=O)N2CCOCC2)cc1)Nc1cccc([N+](=O)[O-])c1	i	0.4	-7.7	4.5	0.9	0.1	-2.0	-1.9	20.2	-1.3
Cc1ccc(C(=O)Cn2nnc(-c3ccccc3-n3cnnn3)n2)cc1	i	53.4	72.8*	2.5	-6.0	3.5	1.9	0.0	4.6	0.3

Compounds shown so far that have four or more nitrogen atoms (eight):
SMILES	PolyA inhibitor	HSF1 inhib	HSF-1 act	IEC-6 tox	AI-2 QS modul	HSP90 refold inh	KLF5 inh	GSK3beta inhib	aSyn UTR inh	GSK3A inh
COc1ccc(C2CC(c3ccc(Cl)cc3Cl)n3nc(N)nc3N2)cc1 (stereo unspecified)	i	-7.5	-4.5	-3.2	48.1	7.0	-18.4	0.6	-8.5	.
Cc1ccccc1-n1nnnc1SCC(=O)Nc1ccc(S(=O)(=O)N2CCCC2)cc1	i	-8.4	7.2	-1.0	-23.5	-1.6	-0.7	-2.9	16.4	0.0
CCCCCn1c(SCC#N)nc2cc(C(=O)NCC3CCCO3)ccc2c1=O (stereo unspecified)	i	9.3	11.6	-5.8	18.4	1.2	-20.8	0.9	6.4	1.2
CCOC(=O)c1cnc(-n2nc(C)cc2C)nc1NNc1cc(-c2ccccc2)nc(C)n1	i	3.3	-1.0	3.6	2.7	1.8	-17.2	2.2	92.7*	-0.1
CCCNC(=S)N1CCC(NC(=O)Nc2ccc(C)cc2)CC1	i	-2.4	-0.3	-2.4	17.7	0.4	-40.1	2.0	-0.1	-1.8
COc1ccc(CSc2nnnn2-c2ccccc2)cc1	i	-0.9	24.7	0.1	10.3	1.1	-10.8	-0.2	-10.6	.
Cn1nccc1NC(=O)c1nccnc1C(=O)O	i	-5.2	-9.0	-3.2	31.7	-0.7	4.0	2.2	7.6	-1.1
Cc1ccc(C(=O)Cn2nnc(-c3ccccc3-n3cnnn3)n2)cc1	i	53.4	72.8*	2.5	-6.0	3.5	1.9	0.0	4.6	0.3

Just HSP90 refold inh, for two of the compounds above:
SMILES | HSP90 refold inh
O=C(Cc1ccc(-n2cccc2)cc1)NC1CCCCC1 | -1.7
COc1ccc(C2CC(c3ccc(Cl)cc3Cl)n3nc(N)nc3N2)cc1 (stereo unspecified) | 7.0

The list is partial; the hit share may differ from the screen's.
